S100A4 inh HTS: inhibitors of S100A4-myosin IIA peptide binding, primary screen, biochemical, fluorescence polarization, TAMRA-MyoIIA peptide; inhibition, % at 10.7 µM; 360,000 tested, 0.14% active;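 active means mean inhibition of at least 70% across replicates, with every replicate also reaching that level; inconclusive means mean inhibition reaches 70% but some replicates fall short; inactive means mean inhibition below 70%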
Target sequence (P26447 whole entry, looked up): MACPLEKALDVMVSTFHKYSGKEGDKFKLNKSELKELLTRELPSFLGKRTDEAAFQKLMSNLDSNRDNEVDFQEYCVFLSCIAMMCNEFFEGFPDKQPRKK
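Assay system: human S100A4 monomer with TAMRA-labelled myosin IIA peptide / Buffer or medium: Calcium-containing HEPES buffer, pH 7.2 / Reagent: TAMRA-labelled myosin IIA heavy-chain peptide probe, 5 nM / Compound: one dose per compound / Timing: polarization read 5 min after assay mix addition, stable 5–60 min / Benchmarks: neutral control DMSO, positive control TFP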
Statin myotox sup: suppressors of statin myotoxicity in C2C12 myotubes, primary screen, cell-based, single point, plate reader; AID 602340, 2012; C2C12 myotubes + simvastatin, ATP luminescence, 48 h; scaled: DMSO 0, geranylgeraniol control 100; 330,000 tested, 0.78% active; rescue of ATP level, % at 7.49 µM;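 active means mean ATP rescue above about 67%, or every replicate alone reaching that limit, limit read from the data, passing the limit was not always enough; inconclusive means no clear call, values can overlap the other calls; inactive means mean under the limit and some replicate under it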;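 further: myotubes were challenged with 10 µM simvastatin during compound exposure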
E-sel inducer: E-selectin induction in HUVECs, primary screen, imaging, HUVEC, immunofluorescence imaging, single point | P16581 | normalized: neutral wells 0, TNF-alpha wells 100 | activation, % at 7.58 µM | 260,000 tested, 0.37% active | AID 686992, 2013;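 active means mean E-selectin-positive cell signal at least 10% of the positive control, reached in at least 60% of replicates, without over 20% cell loss; inconclusive means no rule given, readout overlaps actives, possibly toxicity-flagged; inactive means the rest, including those meeting only one limit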;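 further: in these data hits start at about 27%; measured in HUVEC primary endothelial cells; signal is the percent of cells scored E-selectin positive by PE staining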
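Assay system: HUVEC, human umbilical vein endothelial cells / Amount: 3,000 HUVEC/well / Controls: TNF-alpha positive control, DMSO neutral control / Compound dosing: single concentration / Medium: EGM-2 over gelatin coat / Evaluation: percent E-selectin-positive cells / Signal: immunofluorescence imaging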
SIRT5 block: SIRT5 desuccinylase inhibitors, primary screen, biochemical, fluorescence imaging, single point, set 5; 330,000 tested, 1.1% active; Purified SirT5, succinyl-peptide AMC, trypsin-coupled fluorescence; inhibition, % at 15 µM; in the data active means inhibition above about 15%; inconclusive means no clear call, values can overlap the other calls
Target sequence (Q9NXA8 whole entry, looked up): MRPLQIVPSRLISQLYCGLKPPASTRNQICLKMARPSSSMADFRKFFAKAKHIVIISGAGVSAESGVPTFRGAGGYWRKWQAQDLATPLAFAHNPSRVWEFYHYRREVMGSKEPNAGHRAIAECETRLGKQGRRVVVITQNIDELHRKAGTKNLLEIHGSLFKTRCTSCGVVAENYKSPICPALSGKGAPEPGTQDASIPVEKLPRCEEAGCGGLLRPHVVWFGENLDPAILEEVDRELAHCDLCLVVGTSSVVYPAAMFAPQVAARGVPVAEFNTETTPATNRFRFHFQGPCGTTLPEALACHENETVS
PglD inh: C. jejuni PglD acetyltransferase inhibitors, primary screen, biochemical, DTNB colorimetric, single point. UDP-N-acetylbacillosamine N-acetyltransferase PglD (Campylobacter jejuni). purified PglD enzyme, DTNB colorimetric CoA detection. inhibition, % at 12.5 µM. 360,000 tested, 0.098% active. AID 602405, 2012; in the data active means inhibition above about 16%, passing the limit was not always enough; inconclusive means no clear call, values can overlap the other calls; further: strong numbers were not always called active
ERp5 inh: inhibitors of ERp5-driven insulin aggregation, primary screen, biochemical, turbidity, absorbance 650 nm, single point. Protein disulfide-isomerase A6 (Homo sapiens), Q15084. 90 min. inhibition, % at 9.99 µM. 350,000 tested, 0.05% active. AID 651711, 2012;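 active means mean replicate inhibition above about 25%, with every replicate also reaching it, limit read from the data, passing the limit was not always enough; inconclusive means only one of those two criteria met; inactive means neither criterion met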
Target sequence (Q15084 whole entry, looked up): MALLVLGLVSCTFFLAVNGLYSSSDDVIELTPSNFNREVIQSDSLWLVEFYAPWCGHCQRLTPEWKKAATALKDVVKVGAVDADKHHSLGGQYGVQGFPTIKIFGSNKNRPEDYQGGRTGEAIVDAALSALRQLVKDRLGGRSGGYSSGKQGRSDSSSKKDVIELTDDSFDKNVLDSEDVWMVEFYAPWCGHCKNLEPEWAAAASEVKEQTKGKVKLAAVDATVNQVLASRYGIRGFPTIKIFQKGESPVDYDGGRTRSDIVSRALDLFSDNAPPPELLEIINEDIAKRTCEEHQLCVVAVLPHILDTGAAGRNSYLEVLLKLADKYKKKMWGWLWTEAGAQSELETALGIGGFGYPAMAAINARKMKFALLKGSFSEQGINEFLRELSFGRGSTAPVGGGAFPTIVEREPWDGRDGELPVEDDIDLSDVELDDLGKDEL
DENV2 CPE rescue: inhibitors of DENV2 cytopathic effect, primary screen, cell-based, plate reader, single concentration; DENV2-infected cells, cytopathic effect rescue; CPE inhibition, % at 9.99 µM; 350,000 tested, 1.7% active; AID 651640, 2012; in the data active means CPE inhibition above about 20%, passing the limit was not always enough; inconclusive means no clear call, values can overlap the other calls; tested in BHK-21 cells;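 further: 0% = median of neutral control wells and 100% = median of positive control wells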
Active calls of the source: *; ? = inconclusive; . = no result given. Only part of the results is shown; count on the stated rates, not on these rows.

Results follow in this order: DENV2 CPE rescue	E-sel inducer	Statin myotox sup	ERp5 inh	S100A4 inh HTS	SIRT5 block	PglD inh
- COc1ccc([C@@H]2[C@@H]3C(=O)N(C(C)(C)C)C(=O)[C@@H]3[C@]3(Cc4ccc(Cl)cc4)C(=O)N(c4ccc(OC)cc4)C(=O)N23)cc1
→ -20	0.0	-5	-4	1	-3	10
- Cc1cc(C)c(NC(=O)CNC(=O)CN2C(=O)NC3(CCCc4ccccc43)C2=O)c(C)c1 (stereo not given)
→ -1	-0.4	7	2	1	-1	.
- COc1ccc(C(=O)OCC(=O)Nc2cccc(S(=O)(=O)NC3=NCCCCC3)c2)cc1[N+](=O)[O-]
→ -4	0.2	4	-1	-2	-2	-4
- O=C(Nc1cccnc1)c1sc(Nc2ccccc2)nc1-c1ccccc1
→ 6	-2.3	.	?	7	-2	.
- COc1ccc(NC(=O)CSc2nc(-c3ccco3)nc3cc(=O)[nH]n23)cc1Cl
→ -1	.	9	2	-5	1	1
- CC1(C)Cc2c(cnn2-c2ccccc2)C(NC(=O)CCc2ccncc2)C1 (stereo not given)
→ -2	-0.1	1	4	3	0	-4
- COc1cccc(CNC(=O)CNC(=O)N2CC(=O)Nc3ccccc32)c1
→ -2	.	-12	1	0	0	3
- CSc1cccc(CN2CCC(CCC(=O)NC3CC3)CC2)c1
→ 5	.	0	2	-10	.	9
- CC(=O)N1CCN(Cc2nc3cc(NC(=O)c4cccs4)ccc3n2C)CC1
→ 6	.	4	6	-23	-5	4
- CC(=O)N(C)C[C@@H]1Oc2cc(-c3cccnc3)ccc2S(=O)(=O)N([C@@H](C)CO)C[C@@H]1C
→ 0	-0.3	-9	-4	-7	9	-1
- Cc1cc(S(=O)(=O)Nc2ccc(C(=O)N3CC(C)OC(C)C3)cc2)ccc1F (stereo not given)
→ -7	.	-4	2	-1	0	6
- Nc1ccccc1S(=O)(=O)NCCCCc1ccccc1
→ -6	0.2	-1	-1	-2	1	9
- COc1c(Br)cc(Br)cc1/C=C1/C(=O)N=C(N)N1C
→ 4	.	1	-3	5	-4	4
- CCOC(=O)C1=C(COC(=O)C2CC(=O)N(c3ccccc3F)C2)NC(=O)NC1C (stereo not given)
→ -3	.	17	-2	-2	-2	-4
- CCNC(=O)C[C@H]1CC[C@H](NC(=O)C2CC2)[C@H](CO)O1
→ -2	-0.7	-11	-5	2	1	1
- Cc1noc(C)c1S(=O)(=O)Nc1ccc2c(c1)C(=O)N([C@H](C)CO)C[C@H](C)[C@H](CN(C)Cc1ccccc1)O2
→ 21*	-0.3	-2	-4	-10	7	-1
- COc1ccc2[nH]cc(CCNS(=O)(=O)c3ccc(C)cc3)c2c1
→ 12	0.7	.	3	-2	2	.
- COc1ccc(NC(=O)c2nc(SC)ncc2Cl)cc1
→ -2	.	.	-2	0	-3	.
- O=C(NC1CCCCC1)C(c1ccc(F)cc1)N(C(=O)Cc1ccsc1)c1ccc(F)cc1 (stereo not given)
→ .	.	12	-4	8	.	-2
- O=C(N/N=C\c1ccc(OCC(=O)N2CCCC2)cc1)C(=O)Nc1ccccc1F
→ 9	.	-1	-2	-6	2	-3
- CC=Cc1ccc2n(c1=O)C[C@H]1[C@H](CO)[C@@H](C(=O)NCC)[C@@H]2N1C(=O)c1ccccc1 (mixture of isomers)
→ 5	-0.3	-5	-11	-1	-9	-2
- Cn1c(=O)c2c(-c3ccccc3)n(-c3cc(Cl)c([N+](=O)[O-])cc3O)cc2n(C)c1=O
→ -12	0.1	12	-2	2	1	3
- O=C(C[C@H]1C=C[C@@H](NC(=O)CN2CCOCC2)[C@@H](CO)O1)NCCc1ccccc1
→ -1	-0.1	2	-2	6	-3	-1
- O=C(NNC(=O)c1cccc(-n2cccc2)c1)c1ccc(F)cc1
→ 2	0.7	-18	7	-2	-1	-3
- O=C1c2ccccc2C(=O)N1CCC#Cc1ccc2cc(CCCO)oc(=O)c2c1
→ 6	0.0	-7	-4	0	-5	0
- C[C@@H]1CCCCO[C@H](CN(C)S(C)(=O)=O)[C@H](C)CN([C@@H](C)CO)C(=O)c2cc(N(C)C)ccc2O1
→ ?	-0.2	-26	0	-2	6	-58
- COc1cc(OC)cc(C(=O)NCCCNC(=O)c2ccccn2)c1
→ 9	-0.6	-5	2	2	0	7
- C/C=C/c1ccc2c(c1)[C@H]1[C@H](CCN1C(=O)c1ccc(F)cc1)[C@H](CO)N2
→ -16	-0.5	.	8	-5	4	.
- CC(=O)c1c(C)n(-c2ccc(C)cc2C)c2ccc(O)cc12
→ 1	0.7	2	1	3	-4	-1
- Cc1ccc(S(=O)(=O)N2[C@@H](c3ccc(Cl)cc3)C(C(=O)O)=CC[C@H]2c2cccc(Cl)c2)cc1
→ 1	-0.1	-3	0	-11	9	6
- N#Cc1ccccc1OCC(=O)N1CCN(C(=O)c2ccco2)CC1
→ -7	.	9	4	-10	-2	-1
- Cc1cccc(NC(=S)NC2CCN(Cc3ccccc3)CC2)c1C
→ 6	6.1	.	0	0	-5	.
- CCCCc1ccc(NC(=S)NCCN2CCOCC2)cc1
→ -2	.	.	1	0	-2	.
- CCn1c(SCC(=O)Nc2ccc(Br)cn2)nnc1C1CC1
→ 14	1.4	8	-6	-2	5	2
- O=C(O)c1cnn(-c2nc(-c3cccc([N+](=O)[O-])c3)cs2)c1C(F)(F)F
→ 0	0.3	0	3	-6	-6	2
- CN(Cc1ccccc1)C(=O)c1[nH]cnc1C(=O)NCC(=O)OCc1ccccc1
→ -1	.	8	2	-5	0	0
- C[C@@H]1CN([C@@H](C)CO)C(=O)c2cc(NC(=O)Nc3ccc(C(F)(F)F)cc3)ccc2O[C@@H](C)CCCCO[C@@H]1CN(C)Cc1ccc2c(c1)OCO2
→ -31	-0.4	.	-8	-3	0	2
- COc1ccc(CNC(=O)c2ccc3nc(C)c(N(C)Cc4ccc(NC(C)=O)cc4)n3c2)cc1
→ 2	0.0	-13	-2	0	-2	4
- O=C(O)c1cccc(-c2noc(-c3cccc(Cl)c3)n2)c1
→ .	1.2	3	4	-1	10	-2
- O=C(COC(=O)c1ccc(Cl)nc1)Nc1cc(S(=O)(=O)N2CCCCC2)ccc1Cl
→ 3	3.0	-7	5	6	1	.

DENV2 CPE rescue: what is marked active above
SMILES,DENV2 CPE rescue,ERp5 inh,S100A4 inh HTS,SIRT5 block,PglD inh
Cc1noc(C)c1S(=O)(=O)Nc1ccc2c(c1)C(=O)N([C@H](C)CO)C[C@H](C)[C@H](CN(C)Cc1ccccc1)O2,21*,-4,-10,7,-1

Remaining list, next part
Results follow in this order: DENV2 CPE rescue	E-sel inducer	Statin myotox sup	ERp5 inh	S100A4 inh HTS	SIRT5 block	PglD inh
- Cc1ccc(S(=O)(=O)Nc2ccc3c(c2)CC(=O)N([C@H](C)CO)C[C@H](C)[C@H](CN(C)Cc2ccc(C(=O)Nc4ccccc4N)cc2)O3)cc1
→ .	1.6	-14	.	.	.	2
- C[C@@H]1CN([C@H](C)CO)C(=O)c2cc(NC(=O)Cc3ccccc3)ccc2O[C@@H](C)CCCCO[C@@H]1CN(C)S(=O)(=O)c1cn(C)cn1
→ -16	0.0	.	.	.	.	-2
- C[C@H](CO)N1C[C@H](C)[C@H](CN(C)Cc2ccc3c(c2)OCO3)Oc2ccc(NC(=O)CCCCCC(=O)Nc3ccccc3N)cc2C1=O
→ -4	.	.	-4	7	7	.
- CC(=O)Nc1ccccc1NC(=O)c1cc(C)ccc1C
→ 7	.	-3	14	-5	-4	-3
- C[C@@H]1CN([C@H](C)CO)C(=O)c2cc(C3=CCCC3)cnc2O[C@H]1CN(C)Cc1cccnc1
→ 3	0.8	13	6	9	0	5
- COc1cc(OC)cc(C(=O)NC(C(=O)Nc2ccc(N3CCOCC3)cc2)C(C)C)c1 (stereo not given)
→ 1	0.5	16	-1	-2	-2	-1
- C[C@H]1CN([C@@H](C)CO)C(=O)Cc2cc(NC(=O)Cc3cn(C)c4ccccc34)ccc2O[C@@H]1CN(C)CC1CC1
→ -9	-0.3	17	7	11	7	-15
- O=C(Cn1c(=O)oc2cc(S(=O)(=O)N3CCCCC3)ccc21)N1CCc2ccccc21
→ 9	0.1	-16	-5	2	-1	2
- O=C(CCCOc1ccc(Cl)cc1)NCCc1ccccc1
→ -2	0.6	7	4	-2	-2	-5
- CCOC(=O)c1ccc(NC(=O)CN2C(=O)NC3(CCC(C)CC3)C2=O)cc1 (stereo not given)
→ 1	.	19	-5	0	1	-1
- Cc1ccc(CSc2ncnc3onc(C)c23)cc1
→ -3	.	.	6	-12	14	.
- Cc1ccc(CNC(=O)c2ccc(N3CCC4(CC3)CC(c3cccc(Br)c3)=NO4)c(NC(=O)c3cccc(C)c3)c2)cc1
→ -13	0.2	-10	-2	-5	4	2
- COc1ccc(CN2CC(=O)N(c3cc(Cl)ccc3C)C2=S)cc1OC
→ 16	-0.1	10	1	0	0	3
- CC[C@@H]1C(c2ccccc2)=NN(c2ccc(Br)cc2)[C@H]1C(=O)N1CCOC1=O
→ 4	1.5	1	1	1	-4	-3
- COc1ccc(Cl)cc1NC(=O)CSc1ncnc2c1oc1ccccc12
→ -4	.	.	0	30	-3	.
- CNc1nc(-c2c(C)n(C)c3ccc(OC)cc23)cs1
→ 3	.	6	-6	-2	-1	-4
- Cc1nc2cc(NS(=O)(=O)c3cccc4cccnc34)ccc2s1
→ -2	.	15	-2	4	-1	-2
- O=C(C[C@H]1C=C[C@@H](NC(=O)Cc2ccccn2)[C@@H](CO)O1)NCCCN1CCOCC1
→ -9	0.0	0	-1	-3	4	-1
- Nc1nc(-c2ccccc2)ns1
→ ?	0.3	.	5	0	-2	.
- COc1ccc(S(=O)(=O)NCC2CCC(C(=O)O)CC2)cc1 (stereo not given)
→ 3	0.0	-3	-2	-2	0	-3
- COc1ccccc1S(=O)(=O)N[C@H]1CC[C@@H](CCNC(=O)C2CC2)O[C@@H]1CO
→ 1	-0.2	3	-5	-9	-4	1
- C[C@@H]1CCCCO[C@@H](CN(C)C(=O)c2ccccc2)[C@H](C)CN([C@H](C)CO)C(=O)c2cc(NC(=O)Nc3cccc4ccccc34)ccc2O1
→ -1	0.1	.	-6	-21	7	-4
- COC(=O)c1c2oc(c1C(=O)OC)C(=O)N(C)Cc1cn(nn1)C[C@H](Cc1ccccc1)NC(=O)N[C@H](CO)CC2
→ -14	.	.	-2	37	4	4
- CCCCOc1ccc(C(=O)NCC(=O)NCCCn2nc(C)cc2C)cc1
→ -5	-0.5	29	-3	-5	-1	-6
- CC1CN(S(=O)(=O)c2cc(C(=O)N(CCc3ccccc3)Cc3ccccc3)ccc2Cl)CC(C)O1 (stereo not given)
→ -3	.	-6	1	-1	-1	-2
- C[C@@H]1CN([C@H](C)CO)C(=O)c2cc(NC(=O)Cc3ccccc3)ccc2O[C@H]1CN(C)CC1CCCCC1
→ -1	.	5	4	13	-7	-3
- CN(C)CC(=O)Nc1ccc2c(c1)[C@H]1C[C@H](CC(=O)NCc3cccnc3)O[C@@H](CO)[C@H]1O2
→ -4	-0.1	4	6	-13	-1	-1
- O=C1C=C(c2cccc(CO)c2)C[C@@H](c2ccc3c(c2)OCO3)C1
→ -9	0.0	-6	2	-3	.	-1
- COc1ccc(NC(C)=O)cc1S(=O)(=O)Nc1ccccc1C(=O)NCCc1ccccc1
→ -2	-0.3	2	3	2	-4	2
- CCCOc1ccc(C(=O)C(CN2CCCC2)c2ccccc2)cc1 (stereo not given)
→ -12	.	.	3	5	3	.

Screening results from PubChem BioAssay.
